Screening data: PubChem BioAssay, National Center for Advancing Translational Sciences (NCATS)
HEK293 cAMP cs: qHTS Assay for Agonists of the Thyroid Stimulating Hormone Receptor: Activators of Intracellular cAMP Concentrations in Parental HEK 293 | parental HEK293 CNG cAMP sensor, membrane potential fluorescence | 73,000 compounds, 2.5% hits | Potency, µM (doses to about 57.1 µM), for the others: at the top dose activation, actives largely listed as activators; further: % of control where 0% means no effect; nearly all actives have a fitted effect of over 55% in size
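Parental HEK 293 cells stably expressing a cAMP-gated CNG channel were loaded with membrane potential dye containing 100 uM RO 20-1724 for 60 min. Compound added for 30 min; depolarization read as fluorescence intensity at 590 nm.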
Caspase-1 inhib: qHTS Assay for Allosteric/Competitive Inhibitors of Caspase-1 | P29466 | Caspase-1 enzyme, Ac-WEHD-AFC fluorogenic rate | Potency, µM (titrated, usually from 57.5 µM), without a hit: at the highest dose activity change, negative = inhibition, usual class: inhibitors | 75,000 compounds, 0.03% hits;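 further: plate controls were vehicle for no effect and no substrate for full effect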
Target sequence (P29466 120-297 limits assumed): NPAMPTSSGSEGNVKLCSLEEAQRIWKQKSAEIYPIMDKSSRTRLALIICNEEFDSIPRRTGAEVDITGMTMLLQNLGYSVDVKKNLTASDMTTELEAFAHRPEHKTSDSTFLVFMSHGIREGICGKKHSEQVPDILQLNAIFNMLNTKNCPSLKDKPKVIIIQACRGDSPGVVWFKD
Target sequence (P29466 317-404 limits assumed): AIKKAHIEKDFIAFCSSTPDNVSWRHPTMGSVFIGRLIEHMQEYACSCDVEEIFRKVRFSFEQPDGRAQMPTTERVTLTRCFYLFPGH
HADH2 inhib: qHTS Assay for Inhibitors of HADH2 (Hydroxyacyl-Coenzyme A Dehydrogenase, Type II). 3-hydroxyacyl-CoA dehydrogenase type-2 (Homo sapiens), Q99714. recombinant HADH2, NADH fluorescence, beta-hydroxybutyryl-CoA. Potency, µM (highest dose often 57.1 µM), for inactives: at the top dose activity change, negative = inhibition, usual class: inhibitors. 73,000 compounds, 3.4% hits; further: on the % scale 0 is the no-effect control and ±100 the full control effect; nearly all actives have a fitted effect of over 60% in size; many of its hits are not listed in these tables
Target sequence (Q99714 whole entry, looked up, one chain of several): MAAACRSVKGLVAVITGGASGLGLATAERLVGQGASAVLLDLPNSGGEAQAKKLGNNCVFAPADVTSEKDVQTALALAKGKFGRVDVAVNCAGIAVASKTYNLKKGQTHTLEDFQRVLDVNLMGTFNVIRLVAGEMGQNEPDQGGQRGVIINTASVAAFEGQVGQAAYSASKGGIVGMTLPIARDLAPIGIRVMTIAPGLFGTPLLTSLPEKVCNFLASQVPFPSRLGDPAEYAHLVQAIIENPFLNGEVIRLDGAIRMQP
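Activity measured as NADH fluorescence gain (360/450 nm), taken as the change between first and last reads of a 4-min kinetic run. Conditions: pH 9.0 Tris buffer, 20 nM E. coli-expressed His-tagged enzyme, 1 mM NAD+, 90 uM beta-hydroxybutyryl-CoA; 15-min compound preincubation.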
Caspase-7 inhib: qHTS Assay for Allosteric/Competitive Inhibitors of Caspase-7 | 75,000 compounds, 0.02% hits | P55210 | AID 889, 2007 | recombinant caspase-7, Ac-DEVD-AFC fluorescence rate | Potency, µM (series often up to 57.5 µM), for the others: at the top dose activity change, negative = inhibition, most hits filed as inhibitors; active means well fitted inhibition curve with a large enough effect in the main read-out, with a control signal flat, not every such curve was filed as active; inconclusive means small, poorly fitted or top-dose-only effect, or a change in a side signal; further: % of control where 0% means no effect
Target sequence (P55210 24-198 limits assumed): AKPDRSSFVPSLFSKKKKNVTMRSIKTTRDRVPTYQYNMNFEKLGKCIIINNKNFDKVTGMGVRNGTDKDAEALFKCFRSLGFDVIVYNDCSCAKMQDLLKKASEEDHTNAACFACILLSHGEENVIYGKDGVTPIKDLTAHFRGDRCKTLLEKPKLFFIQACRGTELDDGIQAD
Target sequence (P55210 207-303 limits assumed): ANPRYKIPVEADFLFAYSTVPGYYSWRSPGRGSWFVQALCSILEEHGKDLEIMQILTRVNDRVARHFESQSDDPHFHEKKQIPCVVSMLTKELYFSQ
An asterisk follows results filed as active; ? = inconclusive; [ ] = dose if it differs, or a comment. Unless noted, the call rests on the fitted dose curve; in most records, active means well fitted curve in the direction sought with a large enough effect; inconclusive means small, poorly fitted or top-dose-only effect, or another doubt; inactive means no such curve, though single readings can be large; an effect the other way counts as inactive or inconclusive. Potency means the concentration at half of the fitted maximal effect.

Each structure is followed by: HEK293 cAMP cs	Caspase-1 inhib	HADH2 inhib	Caspase-7 inhib
1: COc1ccc(N2CCN(c3oc(COc4ccccc4Cl)nc3C#N)CC2)cc1
→ ?	-3.2%	-5.1%	-0.9%
2: COc1ccc(NC(=O)CN2CCN(S(=O)(=O)c3ccc(F)cc3)CC2)cc1Cl
→ 6.2%	4.1%	6.0%	-2.0%
3: Cn1c(NCCc2ccccc2)cc(=O)n(C)c1=O
→ 4.6%	-6.5%	3.1%	1.9%
4: Cc1nn(-c2ccccc2)c2c1C(c1ccncc1)C(C#N)=C(N)O2 (stereo not drawn)
→ 27.6%	0.4%	-25.6%	2.7%
5: CCOC(=O)N1CCN(C(=O)c2cnn(-c3ccccc3)c2NC(=O)c2ccccc2F)CC1
→ -1.9%	-1.3%	12.1%	1.0%
6: C=C1c2ccc(C)cc2NC(=O)N1c1ccccc1
→ 0.1%	-8.1%	?	-10.8%
7: COc1ccc(N2C(=O)CC(N3CCC(O)(c4cccc(C(F)(F)F)c4)CC3)C2=O)cc1 (stereo not drawn)
→ -7.2%	-1.2%	3.3%	1.7%
8: CN(C)CCNC(=O)c1ccc(-n2c(=O)c(=O)[nH]c3ccccc32)cc1
→ -1.0%	0.6%	-9.5%	-1.2%
9: CC(=NCC1CCCO1)C1=C(O)CC(C)(C)CC1=O (stereo not drawn)
→ -9.7%	-1.8%	-4.9%	-2.6%
10: O=C(CCn1cccc1)Nc1ccccc1F
→ ?	0.3%	0.4%	-0.2%
11: O=C(CN1C(=O)C2(OCCO2)c2ccccc21)c1ccc(Cl)cc1
→ 3.7%	-2.0%	6.8%	0.1%
12: O=C(Cc1coc(-c2ccc(F)cc2)n1)N1CCOCC1
→ 10.5%	-2.0%	7.0%	-0.4%
13: O=C(CNC(=O)c1ccco1)OCC(=O)c1ccccc1
→ 28.8%	-3.6%	-5.9%	1.4%
14: Cc1cn(C(=O)c2cccc(Br)c2)c(C)n1
→ ?	-0.4%	3.2%	0.2%
15: CCCNC(=O)C(CC)NS(=O)(=O)c1ccc(OC)cc1 (stereo not drawn)
→ 0.4%	-3.3%	-2.3%	-0.9%
16: COc1cc(C2C(C(=O)c3ccco3)=C(O)C(=O)N2Cc2cccnc2)cc(OC)c1OC (stereo not drawn)
→ 26.2%	-2.1%	-10.8%	-0.7%
17: COc1ccc2ccccc2c1CN1CCN(C)CC1
→ 19.7%	-3.4%	-5.7%	0.2%
18: Cn1c(O)c(N=N/C(=N/c2ccccn2)c2ccccn2)c2cc(Br)ccc21
→ -46.4%[inhibitor]	-2.8%	1.58µM*	-3.7%
19: CC(=O)c1ccc(-c2nc3c4ccccc4ccn3c2C(C)=O)o1
→ -3.1%	-1.4%	5.9%	-2.5%
20: CC(=O)Oc1ccccc1-c1nc(C)nc(N(C)C(C)=O)n1
→ ?	-4.4%	6.6%	-0.2%
21: Cc1sc(NC(=O)C2CCCO2)c(C#N)c1C (stereo not drawn)
→ -21.8%	-3.9%	?	-1.9%
22: N#CCCn1c(C(C#N)(CCC#N)CCC#N)nc2ccccc21
→ -17.7%	0.6%	6.5%	-0.9%
23: O=C(CN1CCN(c2ccc(F)cc2)CC1)Nc1cc(C(F)(F)F)ccc1Cl
→ -4.3%	0.8%	1.6%	-0.4%
24: CCOc1ccc(S(=O)(=O)n2nc(C)cc2C)c2ccccc12
→ ?	-2.9%	?	-2.0%
25: COc1cc(/C=N/NC(=O)c2cc(-c3ccccc3)n[nH]2)cc(OC)c1OC
→ 6.6%	-1.0%	-28.6%	-1.0%
26: O=C(COC(=O)C(O)c1ccccc1)c1ccc2c(c1)OCCO2 (stereo not drawn)
→ -2.5%	-1.4%	2.2%	0.3%
27: Cc1[nH]c2ccccc2c1C(=O)CSc1nc2cc(S(=O)(=O)N3CCCCC3)ccc2o1
→ -15.7%	-0.5%	-1.0%	-2.2%
28: Cc1c(C(=O)N2CC(C)OC(C)C2)oc2ccccc12 (stereo not drawn)
→ -18.0%	-3.7%	0.3%	0.4%
29: N[C@H](Cc1c[nH]c2ccccc12)C(=O)O
→ 14.3%	0.2%	-3.9%	-1.6%
30: O=S(=O)(NCc1cccnc1)c1ccc(Cl)c(Cl)c1
→ 0.0%	1.1%	2.6%	0.2%
31: Cc1[nH]c(C(=O)N2CCCCC2)c(C)c1C(=O)NC1CCCCC1
→ ?	-0.7%	15.4%	-3.0%
32: CC(C)(C)OC(=O)NCc1nc(N)n[nH]1
→ -15.5%	3.0%	7.6%	-1.9%
33: CC1CCN(c2nc3ccccc3nc2C(C#N)S(=O)(=O)c2ccccc2)CC1 (stereo not drawn)
→ -3.8%	-15.5%	-9.7%	?
34: CC(C)C(NC(=O)C12CC3CC(CC(C3)C1)C2)C(=O)NC1=NCCS1 (stereo not drawn)
→ 17.6%	1.0%	4.7%	-1.6%
35: Cc1ccccc1-n1nc(-c2ccc(N)cc2)cc1N
→ -11.5%	-2.6%	2.4%	-1.1%
36: Cc1oc2ccc(O)c(CN3CCOCC3)c2c1C(=O)c1ccc(Cl)cc1
→ -10.9%	-4.5%	-5.2%	-5.2%
37: Cc1cc(OCC(=O)NCCO)ccc1Cl
→ 1.9%	-1.5%	1.1%	-0.1%
38: CCn1ncc(C2=NOC(C(=O)Nc3cc(OC)c(Cl)cc3OC)C2)c1C (stereo not drawn)
→ -8.0%	-2.6%	12.1%	-1.7%
39: COc1ccc(N2CCN(C(=O)CN=C3NS(=O)(=O)C(c4ccc(C)cc4)=C3C)CC2)cc1
→ 2.7%	-2.0%	1.2%	-0.6%
40: CC1CCCCN1C(=O)C12CCC(C)(C(=O)C1)C2(C)C (stereo not drawn)
→ -1.3%	-0.7%	-5.4%	0.6%
41: O=C(c1ccc(-n2c(=O)c(=O)[nH]c3ccccc32)cc1)N1CCCN(Cc2ccccc2)CC1
→ -1.3%	-4.5%	-10.5%	0.6%
42: CCOC(=O)c1c(C)n(CC(COC(C)=O)OC(C)=O)c2ccc(OC(C)=O)cc12 (stereo not drawn)
→ -14.9%	-3.4%	4.8%	0.2%
43: N#Cc1cc2c([nH]c1=S)CCCCCC2
→ -5.4%	-1.3%	3.16µM*	3.5%
44: CCn1ncc(C2=NOC(C(=O)NCc3ccccc3)C2)c1C (stereo not drawn)
→ 13.0%	-3.6%	?	0.8%
45: O=C(O)CCSCCC(=O)O
→ -11.2%	4.0%	?	0.0%
46: O=C(NC1CCCCCC1)C1CCN(S(=O)(=O)c2ccc(F)cc2)CC1
→ 0.8%	-4.3%	2.8%	-1.8%
47: COc1cc2c(cc1OC)-c1nnc(C)n1C(C)(C)C2
→ -12.5%	-0.7%	7.7%	0.9%
48: CC(C)(Oc1ccc(Cl)cc1)C(=O)Nc1cccnc1
→ 7.1%	-1.4%	7.3%	-1.2%
49: COCCCNCCOCCOc1c(OC)cccc1OC
→ -12.9%	-4.2%	20.6%	-1.2%
50: O=C1CN(C(=O)CCN2CCOCC2)C(c2ccccc2)c2cc(Br)ccc2N1 (stereo not drawn)
→ 19.0%	0.5%	-2.0%	-0.1%
51: O=S(=O)(c1ccc(F)cc1)N1CCN(Cc2ccccc2C(F)(F)F)CC1
→ 12.8%	-2.5%	-6.6%	-1.9%
52: CCOC(=O)C1C(=O)CC(C)(O)C(C(=O)OCC)C1c1ccc(Br)cc1 (stereo not drawn)
→ ?	0.1%	13.7%	-0.7%
53: O=C1CC(c2ccccc2)CC(O)=C1C=NCCN1CCOCC1 (stereo not drawn)
→ -7.1%	-3.3%	-5.8%	-1.3%
54: Cc1cc(C)c(S(=O)(=O)Nc2ccc(C(=O)O)c(O)c2)cc1C
→ -10.9%	-2.3%	?	0.7%
55: CCc1nn(C(C)C(=O)NCCN2CCN(c3cccc(C)c3C)CC2)c(=O)c2cc3occc3n12 (stereo not drawn)
→ 20.8%	-2.7%	-0.9%	-8.6%
56: COc1cc(NC(=O)c2ccccc2)c(OC)cc1NC(=O)CN1CCN(c2ccccn2)CC1
→ -11.1%	-2.3%	-6.2%	-6.7%
57: CCOc1ccccc1C(=O)Nc1cc(OC)ccc1OC
→ 25.1µM*	-9.0%	?	0.4%
58: C=CCOC(=O)CCCC(=O)NC1CCCCC1
→ -17.9%	-2.0%	-2.5%	-0.5%
59: COC(=O)c1ccc(CSc2ncnc3c2nnn3-c2ccc(OC)cc2)o1
→ 18.3%	-7.9%	-4.5%	-0.1%
60: Cc1occc1C(=O)N1CCN(C(=O)C2CCCO2)CC1 (stereo not drawn)
→ -11.0%	-1.7%	-0.5%	-3.5%

Sorted by number of heavy atoms (falling): part of the list above.
Each structure is followed by: HEK293 cAMP cs	Caspase-1 inhib	HADH2 inhib	Caspase-7 inhib
54: Cc1cc(C)c(S(=O)(=O)Nc2ccc(C(=O)O)c(O)c2)cc1C
→ -10.9%	-2.3%	?	0.7%
47: COc1cc2c(cc1OC)-c1nnc(C)n1C(C)(C)C2
→ -12.5%	-0.7%	7.7%	0.9%
43: N#Cc1cc2c([nH]c1=S)CCCCCC2
→ -5.4%	-1.3%	3.16µM*	3.5%

The listing picks up, repeating the 2 entries before the break.
| no. | structure | HEK293 cAMP cs | Caspase-1 inhib | HADH2 inhib | Caspase-7 inhib |
| --- | --- | --- | --- | --- | --- |
| 59 | COC(=O)c1ccc(CSc2ncnc3c2nnn3-c2ccc(OC)cc2)o1 | 18.3% | -7.9% | -4.5% | -0.1% |
| 60 | Cc1occc1C(=O)N1CCN(C(=O)C2CCCO2)CC1 (stereo not drawn) | -11.0% | -1.7% | -0.5% | -3.5% |
| 61 | Cc1cccc(OCc2nnc(SCC(=O)Nc3ccc(C)c(Cl)c3)o2)c1 | -2.1% | -1.4% | 4.6% | -0.4% |
| 62 | Cn1ccnc1SCC(=O)Nc1cccc(C(F)(F)F)c1 | 2.0% | -1.0% | 7.9% | 0.9% |
| 63 | COc1ccc(S(=O)(=O)N(CC(=O)O)c2ccc(C)cc2)cc1 | ? | -11.6% | -3.3% | 1.8% |
| 64 | CC1=CC(C)(C)Nc2ccc(OC(=O)CN3C(=O)CCC3=O)cc21 | -19.9% | -3.1% | ? | -3.6% |
| 65 | Nc1nnc(-c2ccc(F)cc2)s1 | 1.7% | -1.7% | -8.8% | -0.7% |
| 66 | O=C(O)c1cc(Cl)c(Cl)cc1C(=O)N1CCCC1 | ? | -3.5% | -3.4% | 0.2% |
| 67 | COc1ccc(C(=S)N(C)C)cc1OC | -2.8% | -3.8% | 3.16µM* | 0.4% |
| 68 | CCC(C(=O)N1CCN(c2ccccn2)CC1)n1nc(C)n2c(cc3occc32)c1=O (stereo not drawn) | 29.0% | -2.8% | -8.8% | -0.4% |
| 69 | O=C(CN1CCOCC1)Nc1ncccn1 | 2.0% | -2.0% | -6.4% | -2.2% |
| 70 | O=c1cc(O)sc2ccccc12 | 2.9% | -1.4% | -25.5% | -0.3% |
| 71 | COC(=O)c1ccc(/C=N\n2c(C)nnc2C)cc1 | 10.1% | -1.3% | 12.4% | -3.3% |
| 72 | Cc1cc(C(=O)Nc2nnc(C3CCCCC3)s2)cs1 | -4.0% | -4.7% | -6.9% | -0.2% |
| 73 | CN(C)c1ccc(C=Nc2ccc(N(C)C)cc2)cc1 | -8.9% | -16.9% | ? | -6.2% |
| 74 | C/C(=C(\C#N)C(=O)NC1CCCCC1)N(C)C | -8.7% | -11.9% | -14.7% | -0.3% |
| 75 | Cc1nnc(NC(=O)C2CCCCC2)s1 | -4.3% | -1.4% | 1.7% | 0.4% |
| 76 | CCCS(=O)(=O)N1CCN(C(=O)c2cccnc2)CC1 | -2.4% | -0.5% | -5.9% | 2.9% |
| 77 | COc1ccc(-n2nnc3c(SCC(=O)c4ccccc4)ncnc32)cc1 | 0.1% | -1.0% | ? | -2.5% |
| 78 | COc1cc(C2CC(=O)N(CC(=O)NCc3ccco3)c3ccccc3S2)cc(OC)c1OC (stereo not drawn) | -2.7% | -1.1% | -5.2% | -0.3% |
| 79 | CCC(C(=O)N1CCc2ccccc2C1)n1nc(C)n2c(cc3occc32)c1=O (stereo not drawn) | 3.9% | -2.5% | -5.3% | 0.1% |
| 80 | CC(C)(C)c1cc(C(=O)NCc2ccccc2)ccn1 | 6.8% | -5.6% | 6.9% | -0.7% |
| 81 | Cc1nn(C(C)C(=O)N2CCCCC2)c(=O)c2c1sc1ccccc12 (stereo not drawn) | 0.7% | -0.9% | 6.3% | 0.9% |

This is a subset; rates above refer to the full screens.
